cytoskel mod: modifiers of F-actin cytoskeleton organization, primary screen, imaging, HUVEC, phalloidin staining, high-content imaging; HUVEC TNFa F-actin phalloidin imaging; inhibition, % at 2 µM; 91,000 tested, 0.18% active; AID 836, 2007;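 active = inhibition above the batch mean plus 3 SD and confirmed as a hit by visual image inspection, cut at about 30% in these data, passing the limit was not always enough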; also: strong numbers were not always called active
LYP inh 2: PTPN22 phosphatase inhibitors, primary screen, biochemical, DiFMUP fluorescence, 2 µM; Tyrosine-protein phosphatase non-receptor type 22 (Homo sapiens), Q9Y2R2; recombinant LYP catalytic domain; 96,000 tested, 0.21% active; inhibition, % at 2 µM;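 active = inhibition at 2 µM at or above a set limit, the screen mean plus 3 SD, cut at about 24% in these data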;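 also: 0% = DMSO with enzyme and 100% = enzyme fully blocked by orthovanadate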
PTPN22 act: LYP phosphatase activators, primary screen, biochemical, DiFMUP fluorescence, 2 µM. Tyrosine-protein phosphatase non-receptor type 22 (Homo sapiens), Q9Y2R2. activation, % at 2 µM. recombinant LYP; 0 = plate median, 100 = signal doubled. 96,000 tested, 0.11% active;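 active = activation at 2 µM above a set limit, the mean plus 5 SD, cut at about 37% in these data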
Pyk2 oligo antag: antagonists of Pyk2 self-association, primary screen, Q293 cells, FERM NanoBiT luminescence, HTS | 99,000 tested, 0.83% active | z-score (the deposit names both 25 µM and 10 µM) | stronger effect = lower value;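 active = Z-score of -3 or lower, scaled per plate to the spread of control and sample wells; inactive = z-score above -3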;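 also: negative z-score means lost luminescence so less FERM oligomerization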
HUVEC tox TNFa: cytotoxicity in TNFa-stimulated HUVEC, primary screen, cytotoxicity control for VCAM1 expression modulator project, imaging, Hoechst nuclei count | HUVEC TNFalpha-stimulated, Hoechst cell count | cell count reduction, % at 2 µM | 93,000 tested, 0.17% active | AID 848, 2007;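 active = cell count reduction exceeding the screen mean by over 5 SD, scaled to untreated wells per plate, cut at about 78% in these data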;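 also: cells counted after 24 h of TNF alpha exposure following the 1 h pretreatment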
ERa coact inh: ERα–SRC-1 coactivator interaction inhibitors, primary screen, biochemical, TR-FRET, ERα LBD, estradiol-bound. AID 629, 2007. inhibition, % at 25.6 µM. 86,000 tested, 1.7% active. TR-FRET ER-alpha LBD / SRC-1 peptide; in the data active = inhibition above about 50%;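 also: 0% = receptor plus peptide control and 100% = peptide only without receptor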
Target sequence (P03372 whole entry, looked up, the tested form may be a part): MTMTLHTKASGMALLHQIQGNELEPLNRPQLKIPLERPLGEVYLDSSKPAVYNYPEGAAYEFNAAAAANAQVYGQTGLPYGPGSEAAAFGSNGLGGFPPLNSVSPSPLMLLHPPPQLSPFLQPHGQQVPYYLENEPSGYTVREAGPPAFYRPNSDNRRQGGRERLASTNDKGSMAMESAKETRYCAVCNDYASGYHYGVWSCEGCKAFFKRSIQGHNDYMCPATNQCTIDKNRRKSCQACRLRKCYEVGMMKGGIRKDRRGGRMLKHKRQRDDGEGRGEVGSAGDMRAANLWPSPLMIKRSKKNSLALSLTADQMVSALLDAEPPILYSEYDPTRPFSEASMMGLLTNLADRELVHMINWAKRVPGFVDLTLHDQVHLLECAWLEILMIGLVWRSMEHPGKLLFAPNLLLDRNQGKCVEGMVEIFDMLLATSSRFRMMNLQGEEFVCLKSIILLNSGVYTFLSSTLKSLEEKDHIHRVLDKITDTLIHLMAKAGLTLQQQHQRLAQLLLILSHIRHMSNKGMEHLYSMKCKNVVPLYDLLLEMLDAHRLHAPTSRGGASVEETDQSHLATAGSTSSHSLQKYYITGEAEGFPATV
FAK blocker: FAK kinase inhibitors, primary screen, biochemical. Focal adhesion kinase 1 (Homo sapiens), Q05397. biochemical FAK kinase activity assay. inhibition, %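 (tested at 7 µM)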. 97,000 tested, 0.84% active; in the data active = inhibition above about 19%;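 also: 0% = DMSO and 100% = reference compound high control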
IL1B cytotox: cytotoxicity in IL-1B stimulated HUVEC, primary screen, cytotoxicity control for IL-1B NFkB translocation project, imaging, Hoechst nuclear count, IL-1B stimulus | cell count reduction, % at 2 µM | 94,000 tested, 0.41% active | HUVEC cell count loss;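 active = cell count reduction more than 3 SD above the screen-wide mean, cut at about 70% in these data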;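 also: normalized per plate to untreated control cells as the no-loss baseline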
VCAM1 TNFa inh: inhibitors of TNFa-induced VCAM1 expression, primary screen, imaging, HUVEC, TNFa stimulus, immunofluorescence. inhibition, % at 2 µM. 95,000 tested, 0.48% active. AID 802, 2007. HUVEC TNFa-induced VCAM-1 immunofluorescence, high-content imaging;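 active = inhibition above the batch mean plus 3 SD, with images confirmed as a hit by eye, cut at about 37% in these data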;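 also: 0% = TNF-stimulated DMSO wells and 100% = unstimulated control wells; not every result past the cut was called active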
* hit, by the source's call; nt = not tested or not shown; [ ] = remark or other dose.

SMILES	cytoskel mod	LYP inh 2	PTPN22 act	Pyk2 oligo antag	HUVEC tox TNFa	ERa coact inh	FAK blocker	IL1B cytotox	VCAM1 TNFa inh
CCc1ccccc1NS(=O)(=O)c1cc(C)ccc1OC	-41	12	-8	-0.72	-7	-1	-5	-6	4
CCOC(=O)c1ccc(NC(=O)CCC2COc3ccccc3O2)cc1 (configuration not stated)	12	1	4	1.8	18	23	-4	-21	-2
N#CCc1nn(-c2ccccc2)c(N)c1C#N	-24	3	1	0.62	-4	nt	-1	-15	5
CC(=O)c1nc(N2C(=O)C3CC=C(C)CC3C2=O)sc1C (configuration not stated)	2	10	-11	-0.23	nt	-29[fluorescence artefact?]	-3	-8	-14
CC(C)CC(=O)NC(=S)Nc1ccccc1F	19	2	-1	-0.45	-10	nt	0	-19	-14
Cc1ccc(C(=O)Cn2ncsc2=N)cc1	23	-6	8	-0.17	-2	1	5	-7	-2
Cc1nc(NC(=O)CCC(=O)O)sc1C(=O)N(C)C	29	0	-1	-1.1	-16	-2	-2	-2	7
Cc1cccc2c1-c1sc(C(=O)Nc3nccs3)cc1CO2	1	1	-2	nt	-36	0	-8	3	9
Cc1ccc(-n2c(-c3ccco3)nc3c(cnn3-c3ccccc3C)c2=O)cc1	-3	-1	0	nt	2	-3	-2	-10	7
CCCCSc1nc(N)c(C#N)c(-c2cccs2)c1C#N	-10	-3	1	-3.8*	-12	15[fluorescence artefact?]	8	-16	5
O=C1c2ccccc2C(=O)N1CCCCn1c(=O)oc2ccccc21	-3	10	-13	0.22	-24	4	-3	5	20
O=C(CSc1nncs1)NCc1ccc2c(c1)OCO2	5	-7	4	0.11	-13	3	1	-30	-2
Brc1cc2c(cc1COc1ccc(-c3nn[nH]n3)cc1)OCO2	12	10	-14	0.86	-27	0	0	0	-9
COc1nn(CC(=O)N2N=C(C(F)F)CC2(O)C(F)F)cc1[N+](=O)[O-] (configuration not stated)	16	0	2	-0.47	-10	-5	0	-38	7
O=C(N/N=C\c1ccc(-c2ccc(Cl)c(Cl)c2)o1)C(=O)N1CCCC1	1	14	-12	0.01	-11	nt	0	14	-4
COc1cc2c(cc1NC(=O)c1ccc3c(c1)OCO3)oc1ccccc12	-6	12	-13	0.79	5	4	2	20	-1
CC(NC(=O)Cc1cccs1)c1ccc2c(c1)OCO2 (configuration not stated)	nt	0	-1	-0.3	nt	50	0	-4	nt
COc1ccc(OC)c(-n2c(CNC3CCN(Cc4ccccc4)CC3)nc3ccccc3c2=O)c1	-1	-6	8	2.2	-14	-1	3	-1	-9
O=C(NC1CC1)c1ccc(CSCc2cccc(F)c2)o1	-8	-4	1	nt	-36	0	3	7	18
COc1ccccc1-c1cc(C(=O)N/N=C/c2sccc2C)c2ccccc2n1	12	13	-11	-1.2	8	nt	-5	-55	-3
CC(O)c1n(C)c(Cl)c[n+]1C (configuration not stated)	3	4	-4	-0.11	0	-8	0	8	13
CC(C)(C)NC(=O)NC(=O)Cn1cc(C(F)(F)F)ccc1=O	7	7	-10	-0.61	-13	3	-10	-14	-7
Fc1ccc(-c2nnc(CN3CCN(c4ncc(C(F)(F)F)cc4Cl)CC3)o2)cc1	2	-7	5	1.5	nt	nt	-3	-19	-4
CCOCC(=O)Nc1nnc(C2CCCCC2)s1	12	-4	6	0.01	-9	-8	0	17	18
O=C(NC1CC1)C1=COCCO1	11	-4	4	0.51	-4	nt	-1	18	16
COC(=O)c1[nH]c2ccc(C)cc2c1NC(=O)CN1CCN(Cc2ccccc2)CC1	-8	6	-8	-0.09	-12	10	2	3	-12
COc1cc2c(cc1OC)-c1cc(NC3CCCC3)nc(=O)n1CC2	2	-10	8	-0.2	-24	3	-7	12	-22
CN1Cc2c(N3CCOCC3)nc(SCc3ccccc3)c(C#N)c2CC1(C)C	-2	-12	9	0.99	-33	-3	-1	-20	3
CC(C)C(NC(=O)CN(c1cccc(F)c1)S(C)(=O)=O)C(C)C	8	-3	1	-0.82	-18	0	0	-32	4
CCCCC(Nc1ncnc2ccccc12)C(=O)O (configuration not stated)	13	-1	-1	0.75	9	-10	-4	-8	31
Fc1cccc(Cl)c1Cc1noc(/C=C/c2ccccc2)n1	-9	8	-4	-1	nt	nt	9	7	-47
Cc1cc(C)nc(NS(=O)(=O)c2ccccc2)n1	-15	-4	2	-0.44	-2	7	-5	-32	-1
Cc1ccc(OCc2nnc(SCc3nc4ccccc4[nH]3)n2Cc2ccco2)cc1	-9	5	-5	-0.41	0	12	3	0	-21
O=C(Nc1ccc(Cl)cc1)NC1CCCc2ccccc21 (configuration not stated)	-16	0	3	-1.3	-35	nt	5	8	14
Cc1cc(C(=O)OCC(=O)NCCC(C)C)c2ccccc2n1	-15	-10	6	-0.12	-19	-7	3	11	-10
C=CCNC(=O)c1cccc(Br)c1	-2	-6	11	-0.27	-16	nt	-1	-8	30
CCN1CCCC1CN(Cc1cc2ccc(C)c(C)c2[nH]c1=O)C(=O)Nc1ccccc1OC (configuration not stated)	-7	-7	4	0.84	-3	3	11	2	-15
COC(=O)CCn1nnc(-c2cccs2)n1	1	0	4	-0.26	7	2	0	-10	-3
O=c1c2ccccc2cnn1-c1ccc2ccccc2c1	-5	4	-4	-1.3	5	nt	-2	4	-10
CCOC(=O)CN1CC23C=CC(O2)C(C(=O)NCCc2ccccc2)C3C1=O (configuration not stated)	0	-15	12	nt	0	-8	-4	-5	-11
COc1ccc(/C=C2\SC(=S)N(NC(=O)c3csc4c3CCCC4)C2=O)cc1	-22	15	-13	0.91	-2	-1	-8	4	14
Cc1ccc(CN2CCS(=O)(=O)CC2)cc1	-18	-10	8	0.22	2	nt	-2	-7	8
CCOc1cc(C2c3c(n[nH]c3C)C(=O)N2c2ccc(C)cc2)ccc1O (configuration not stated)	-4	2	-4	-0.73	-3	-3	-3	-92	6
CS(=O)(=O)N1CCc2cc(C(=O)O)ccc21	-1	-4	4	0.07	-17	3	-1	-4	3
O=C(O)CCc1ccc(-c2ccc(Cl)cc2)n1CC(=O)O	52	-5	2	-0.13	-36	10	-7	-4	12
COc1ccccc1Nc1nc(N)nc(CSc2ncccn2)n1	-10	-1	1	-0.42	12	-1	3	13	8
CC(=O)N1CCc2cc(C(=O)CN3CCN(c4cccc(Cl)c4)CC3)ccc21	14	-2	-1	nt	-33	-7	0	16	7
COc1ccc(OC)c(NC(=O)CCN2CCCCC2)c1	8	17	-17	-0.32	-12	-3	-2	-39	0
COC(=O)Cc1c(C)nc2nc(NCc3cccc([N+](=O)[O-])c3)[nH]n2c1=O	1	5	-2	0.89	2	3	-3	-11	-14
O=C(NCc1ccc(Cl)c(Cl)c1)c1cccnc1	-14	-3	1	0.78	19	-1[fluorescence artefact?]	5	3	7

Some values from the results shown.
Under LYP inh 2, CN1Cc2c(N3CCOCC3)nc(SCc3ccccc3)c(C#N)c2CC1(C)C reads -12
Under VCAM1 TNFa inh, CCN1CCCC1CN(Cc1cc2ccc(C)c(C)c2[nH]c1=O)C(=O)Nc1ccccc1OC (configuration not stated) reads -15

Next entries follow:
SMILES	cytoskel mod	LYP inh 2	PTPN22 act	Pyk2 oligo antag	HUVEC tox TNFa	ERa coact inh	FAK blocker	IL1B cytotox	VCAM1 TNFa inh
COc1cc(NS(=O)(=O)c2ccc(Br)cc2)c(OC)cc1NC(=O)c1ccco1	-2	-2	1	-1.1	-28	-13	1	-4	-13
CCOC(=O)c1cnn(Cc2ccccc2Cl)c1N	1	4	-2	0.54	-23	-2	-3	0	17
COC(=O)c1cc(NC(=O)CN(c2ccccc2OC)S(=O)(=O)c2ccccc2)ccc1Cl	10	4	0	-1.6	-9	nt	11	44	2
COCCNC(=O)C(c1cccs1)N(C(=O)Cn1nnc2ccccc21)c1ccc2c(c1)OCO2 (configuration not stated)	37	-23	20	-1.9	-25	4[fluorescence artefact?]	-5	-6	4
Cc1cccc(-c2noc(CN(C(=O)C34CC5CC(CC(C5)C3)C4)C(C)C)n2)c1	3	11	-16	-0.48	-16	-5	-2	-26	-3
Cc1ccc(OCC(O)CN2CCN(Cc3ccc4c(c3)OCO4)CC2)c(C)c1 (configuration not stated)	-22	-2	-2	1.7	-8	-4[fluorescence artefact?]	-2	7	3
O=C(O)C1C2C=CC(C2)C1C(=O)Nc1ccc2c(c1)OCCO2 (configuration not stated)	5	-8	7	-0.21	-18	-18	-2	1	-1
O=C(c1ccc(F)cc1)N1CCC(N2CCOCC2)CC1	40	6	-4	1	-6	-3	0	-22	9
O=C(CNC(=O)c1ccc(Br)o1)Nc1cccc(-c2cnc3ccccc3n2)c1	-11	4	0	-1.4	-6	13	13	-12	-1
O=C(Oc1ccc(=O)n(-c2ccccc2)n1)c1ccc(Cl)cc1	-24	7	-4	-0.54	0	nt	2	12	-14
CC(=O)C1=C(O)CCC1=NCCc1ccccc1	1	-1	3	0.67	-22	6	-1	-7	-15
Clc1ccccc1C1CC(c2ccccc2)Nc2ncnn21 (configuration not stated)	4	4	-6	nt	-3	nt	-6	25	-5
Cn1c(COc2ccc3ccccc3c2)nnc1SCC(=O)O	-6	-9	8	0.19	3	1	0	26	3
CCCC1COC(Cn2cncn2)(c2ccc(C)cc2)O1 (configuration not stated)	nt	5	-5	0.43	nt	-9	-3	nt	nt
O=C(NCc1cccs1)C1CCC(CNS(=O)(=O)c2ccc(Br)s2)CC1 (configuration not stated)	-23	1	-1	-0.91	-30	1	1	-3	-37
Cc1ccc(CN2CCN(CC(=O)N3CCC(C(N)=O)CC3)C2=O)cc1	-5	-6	3	nt	-3	nt	3	-6	-3
CCOC(=O)c1[nH]c2ccc(OC)cc2c1C	10	-4	2	1.8	-25	nt	3	-15	4
CS(=O)(=O)N(CC(=O)Nc1ccccc1C(=O)NCc1ccco1)c1ccc2c(c1)OCCO2	1	-1	3	-0.8	-7	38	-2	8	9
CCC(Sc1nccn1C)C(=O)Nc1nnc(C)s1 (configuration not stated)	-2	-4	1	nt	-20	-12	4	14	-1
COc1cccc(OCCn2ccnc2)c1	7	4	-4	-0.69	-46	-15	2	18	-15
O=S1(=O)CCN(Cc2ccccc2Cl)CC1	1	2	-4	0.19	-5	nt	-1	0	-2
O=C1CCC2(C(=O)O)Sc3ccccc3N12 (configuration not stated)	8	-4	2	0.38	-13	nt	1	-14	13
O=C(CSc1nnnn1-c1cccnc1)NCc1cccs1	nt	-6	6	0.06	nt	2[fluorescence artefact?]	-5	nt	nt
COC(=O)C1CCN(C(=O)N2CCOCC2)CC1	-5	-2	1	0.84	-12	24	2	10	5
CCN(CC)S(=O)(=O)c1cccc(C(=O)OCC(=O)c2ccc3c(c2)NC(=O)CO3)c1	0	-2	0	-0.11	-3	nt	-1	16	7
CCCCn1nnnc1SCC(=O)Nc1ccc(F)cc1	17	-9	10	0.56	-9	5	1	4	-7
CCc1nc(NCCN)c(C#N)c2c1CSC(C)(C)C2	24	-2	5	0.88	-46	-2	2	-199	2
COC(=O)C1=C(C)N(C)C(=O)/C1=C\c1ccco1	18	0	6	2.2	-13	nt	-1	nt	20

Two records picked at random from the list so far, as already listed:
SMILES	cytoskel mod	LYP inh 2	PTPN22 act	Pyk2 oligo antag	HUVEC tox TNFa	ERa coact inh	FAK blocker	IL1B cytotox	VCAM1 TNFa inh
O=C1c2ccccc2C(=O)N1CCCCn1c(=O)oc2ccccc21	-3	10	-13	0.22	-24	4	-3	5	20
COc1nn(CC(=O)N2N=C(C(F)F)CC2(O)C(F)F)cc1[N+](=O)[O-] (configuration not stated)	16	0	2	-0.47	-10	-5	0	-38	7
